Screens from PubChem BioAssay.
M5 ag – human M5 muscarinic receptor agonists, primary screen, CHO-K1 cells, Fluo-8 calcium fluorescence | AID 624037, 2012 | actives 0.19% (n = 360,000) | Muscarinic acetylcholine receptor M5 (Homo sapiens), P08912 | CHO-K1 hM5 cells; 0% DMSO wells, 100% maximal acetylcholine response | activation, % at 3 µM;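 active = activation above the run's mean over test compounds plus 3 SD, cut at about 23% in these data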;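 also: signal is peak over basal fluorescence ratio across the kinetic read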
Target sequence (P08912 whole entry, looked up): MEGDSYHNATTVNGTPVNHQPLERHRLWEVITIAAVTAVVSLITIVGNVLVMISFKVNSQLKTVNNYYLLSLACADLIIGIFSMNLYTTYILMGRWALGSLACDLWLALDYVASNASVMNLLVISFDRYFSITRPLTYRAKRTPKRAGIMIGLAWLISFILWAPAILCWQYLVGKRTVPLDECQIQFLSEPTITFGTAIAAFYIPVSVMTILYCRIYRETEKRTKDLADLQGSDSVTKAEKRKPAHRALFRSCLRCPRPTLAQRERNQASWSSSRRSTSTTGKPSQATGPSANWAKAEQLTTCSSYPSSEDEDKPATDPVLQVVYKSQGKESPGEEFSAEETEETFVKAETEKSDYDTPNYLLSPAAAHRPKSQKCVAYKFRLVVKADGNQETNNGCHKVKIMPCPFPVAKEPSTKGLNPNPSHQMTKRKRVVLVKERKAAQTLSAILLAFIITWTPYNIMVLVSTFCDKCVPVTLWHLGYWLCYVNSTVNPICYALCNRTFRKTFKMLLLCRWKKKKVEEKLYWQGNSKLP
CHRM5 antagonist – human M5 muscarinic receptor antagonists, primary screen, CHO cells, Fluo-8 calcium fluorescence. AID 624040, 2012. actives 0.59% (n = 360,000). Muscarinic acetylcholine receptor M5 (Homo sapiens), P08912. inhibition, % at 3 µM. CHO-hM5 cells, ACh EC80;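 active = inhibition above a per-plate cutoff, the mean of that plate's test compounds plus 3 SD, cut at about 27% in these data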;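 also: 0% = acetylcholine EC80 with DMSO and 100% = DMSO without agonist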
M4 PAM – human M4 muscarinic receptor positive allosteric modulators, primary screen, CHO-K1 cells, Fluo-8 calcium fluorescence; Muscarinic acetylcholine receptor M4 (Homo sapiens), P08173; CHO-K1 hM4/Gqi5, ACh EC20; 0% = ACh EC20, 100% = maximal ACh; activation, % at 3 µM; actives 0.4% (n = 360,000);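 active = activation above its plate's cutoff, the mean activation of sample wells plus 3 SD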; also: some results filed as inactive read as strong as hits
Target sequence (P08173 whole entry, looked up): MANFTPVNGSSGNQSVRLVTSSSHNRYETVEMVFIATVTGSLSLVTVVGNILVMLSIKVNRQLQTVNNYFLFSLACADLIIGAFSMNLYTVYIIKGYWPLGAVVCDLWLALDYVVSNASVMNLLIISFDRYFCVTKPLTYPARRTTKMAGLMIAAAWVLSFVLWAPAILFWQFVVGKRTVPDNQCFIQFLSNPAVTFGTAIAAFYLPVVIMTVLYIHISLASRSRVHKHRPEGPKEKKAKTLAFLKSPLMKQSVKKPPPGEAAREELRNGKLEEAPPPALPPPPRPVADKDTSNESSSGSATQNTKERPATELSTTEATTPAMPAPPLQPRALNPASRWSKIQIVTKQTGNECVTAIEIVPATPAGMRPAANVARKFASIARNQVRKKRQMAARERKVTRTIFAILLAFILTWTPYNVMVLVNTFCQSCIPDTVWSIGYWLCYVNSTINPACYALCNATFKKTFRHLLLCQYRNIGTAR
M5 PAM – human M5 muscarinic receptor positive allosteric modulators, primary screen, CHO-K1 cells, Fluo-8 calcium fluorescence; AID 624038, 2012; CHO-K1 hM5, ACh EC20 PAM; 0% = ACh EC20, 100% = ACh EC100; activation, % at 3 µM; actives 0.3% (n = 360,000); Muscarinic acetylcholine receptor M5 (Homo sapiens), P08912;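 active = activation above the run cutoff, the mean activation of all test compounds plus 3 SD, cut at about 18% in these data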
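Measured by: Fluo-8 calcium fluorescence; material: human M5 receptor in CHO-K1 cells; schedule: Post-acetylcholine fluorescence recording 140 s; benchmarks: low control EC20 acetylcholine (0%), high control EC100 acetylcholine (100%); read-out: Max/basal fluorescence ratio as % of EC20–EC100 ACh window; compound: single dose, 3 µM nominal final test concentration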
CHRM4 agonist – human M4 muscarinic receptor agonists, primary screen, CHO-K1 cells, Fluo-8 calcium fluorescence; CHO-K1 hM4/Gqi5; vehicle 0%, full acetylcholine response 100%; activation, % at 3 µM; actives 0.14% (n = 360,000); AID 624127, 2012;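 active = activation above the run mean over all test wells plus 3 SD, cut at about 32% in these data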;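 also: peak over basal fluorescence ratio per well then scaled between controls; 0% = DMSO wells and 100% = acetylcholine at EC100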
CRFBP-R2 agonist – agonists of CRF-BP/CRF-R2 complex, primary screen, cell-based, HEK293, calcium dye fluorescence, uHTS | activation, % at 13.2 µM | AID 588473, 2011 | actives 0.46% (n = 350,000) | calcium dye fluorescence (FLIPR); percent of saturating CRF peptide response | CRF-binding protein / CRF receptor 2 complex (human);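 active = activation of at least 50%, plus an integration ratio under a set limit after plate pattern correction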;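 also: plate controls were neutral control wells without compound for no effect and CRF at EC100 for full effect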
CRFBP-R2 block – antagonists of CRF-BP/CRF-R2 complex, primary screen, cell-based, HEK293, calcium dye fluorescence, uHTS; actives 0.59% (n = 350,000); inhibition, % at 11.8 µM; CRF-induced calcium fluorescence;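 active = inhibition of the ligand-induced calcium signal above about 50% at the single tested concentration, limit read from the data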
M4 antag – human M4 muscarinic receptor antagonists, primary screen, CHO cells, Fluo-8 calcium fluorescence; Muscarinic acetylcholine receptor M4 (Homo sapiens), P08173; CHO-hM4 cells, ACh EC80; inhibition, % at 3 µM; actives 0.73% (n = 360,000); AID 624125, 2012;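 active = inhibition above its plate's cutoff, the mean inhibition of sample wells plus 3 SD, cut at about 27% in these data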;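 also: 0% = acetylcholine EC80 with DMSO and 100% = DMSO without agonist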
IDE inh – human IDE inhibitors in live cells, primary screen, fluorescence polarization, HEK cells, FAbetaB substrate; FAbetaB cleavage; inhibition, % at 5.59 µM; Insulin-degrading enzyme (Homo sapiens), P14735; actives 0.41% (n = 320,000); AID 434962, 2010;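 active = percent inhibition above the average of all tested compounds plus 3 SD, set per screening campaign, cut at about 16% in these data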;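 also: IDE supplied by intact live HEK cells; FP after avidin binding of uncleaved biotin substrate so inhibition keeps polarization high; 0% = DMSO wells and 100% = 60 µM reference IDE inhibitor Ii1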
The depositor's hits bear a star; . = no result given. No enrichment for hits; overall some 2.9% were active at least once.

SMILES | M5 ag | CHRM5 antagonist | M4 PAM | M5 PAM | CHRM4 agonist | CRFBP-R2 agonist | CRFBP-R2 block | M4 antag | IDE inh
CCC(=O)c1c[nH]c(C(=O)NCCc2ccccn2)c1 | 1 | 2 | 4 | -1 | 1 | 0.2 | -9 | -3 | 5
O/N=C\c1ccccc1Oc1ccc(F)cc1 | 1 | -4 | -7 | -6 | 0 | -0.5 | -15 | 8 | 3
O=C(CN1C(=O)C2CC=CCC2C1=O)OCC(=O)c1ccc(Cl)c([N+](=O)[O-])c1 (configuration not stated) | 1 | -2 | -6 | 0 | 4 | -0.1 | 7 | 5 | 0
Cc1nnc(NC(=O)c2ccc3ccccc3n2)s1 | -3 | 8 | 1 | -4 | 1 | -0.5 | -46 | -4 | 0
Cc1ccc(S(=O)(=O)NCc2ccccc2)cc1C(=O)N1CC(C)CC(C)C1 (configuration not stated) | 4 | 0 | 10 | 0 | 1 | -2.8 | -24 | -11 | 7
CC(C)Nc1ncnc2c1cnn2-c1ccccc1 | 0 | 0 | -9 | -11 | 2 | -1.9 | 10 | 6 | 4
Cc1ccc(S(=O)(=O)N2CCCC2CNC(=O)C(=O)NCCN2CCOCC2)cc1 (configuration not stated) | -2 | -4 | -6 | 3 | 1 | 0.1 | 3 | 5 | -4
COc1ccc(N(C(=O)c2snc(C(N)=O)c2N)C(C(=O)NCc2ccc(F)cc2)c2ccc(C)o2)c(OC)c1 (configuration not stated) | -2 | 2 | 6 | -1 | 5 | 2.8 | -1 | -9 | 4
O=C1CCOc2cc(OCc3ccccc3)ccc21 | 0 | 1 | 4 | -6 | 1 | -2.3 | -2 | 5 | 0
CS(=O)(=O)N(CC(=O)NCCSc1ccccc1)c1ccc2c(c1)OCO2 | -1 | 2 | -6 | 3 | 2 | 1.3 | 6 | -7 | 3
O=C(CN1C(=O)NC2(CCCC2)C1=O)Nc1ccc(F)c([N+](=O)[O-])c1 | 0 | 5 | -5 | 0 | 1 | -0.1 | 3 | 5 | 2
CCN(CC)c1ccc(NC(=O)c2cnn(CC)c2)cc1 | 0 | -2 | 1 | -3 | 1 | -1.2 | -5 | 7 | 1
CC(C)[C@H](NC(=O)N1c2ccccc2NC(=O)[C@@H]1C(C)C)C(=O)N1CCC(C(=O)O)CC1 | 1 | 8 | 1 | -2 | 0 | -0.5 | -14 | -6 | -6
Nc1nc(Nc2ccccc2F)nc(NCCO)c1[N+](=O)[O-] | 0 | 10 | 1 | -4 | 1 | 0.1 | -9 | 0 | -3
c1ccc(NC2=NCCN2CC2CCCCC2)cc1 | -4 | 4 | 7 | 4 | 2 | -1.5 | 6 | 3 | 3
COc1cc(C(=O)NC2CCN(C)CC2)ccc1Nc1ncc2c(n1)N(C1CCCCC1)CCC(=O)N2C | 2 | 8 | 1 | 9 | 0 | -2.0 | 2 | 4 | .
CCc1nc2c(OCc3cc(Cl)cc(Cl)c3)cccn2c1N(C)C(=O)c1ccccc1F | -3 | 1 | -6 | -1 | 4 | . | . | 6 | .
CCN(CC)S(=O)(=O)c1ccc(N2CCCC2)c(NS(=O)(=O)c2ccccc2)c1 | -3 | 2 | 11 | 1 | -1 | 1.4 | 29 | -4 | 6
Cc1ccc2c(c1)C1(OCCCO1)C(=O)N2CC(=O)NN | 4 | 0 | -5 | 6 | 0 | 0.3 | -2 | 5 | -9
CCC(C)[C@H](NC(=O)NCc1ccc(F)cc1)C(=O)O (some centres not stated) | -5 | -1 | 5 | 11 | 1 | 1.0 | 4 | -1 | -3

The last 3 compounds of the part before lead into the next:
SMILES | M5 ag | CHRM5 antagonist | M4 PAM | M5 PAM | CHRM4 agonist | CRFBP-R2 agonist | CRFBP-R2 block | M4 antag | IDE inh
CCN(CC)S(=O)(=O)c1ccc(N2CCCC2)c(NS(=O)(=O)c2ccccc2)c1 | -3 | 2 | 11 | 1 | -1 | 1.4 | 29 | -4 | 6
Cc1ccc2c(c1)C1(OCCCO1)C(=O)N2CC(=O)NN | 4 | 0 | -5 | 6 | 0 | 0.3 | -2 | 5 | -9
CCC(C)[C@H](NC(=O)NCc1ccc(F)cc1)C(=O)O (some centres not stated) | -5 | -1 | 5 | 11 | 1 | 1.0 | 4 | -1 | -3
CCOC(=O)CN1C(=O)C(O)(CC(=O)c2ccc3c(c2)CCCC3)c2ccccc21 (configuration not stated) | -1 | -7 | 4 | 1 | 7 | -0.7 | -4 | -8 | 2
Cn1c(NNC(=O)c2ccccc2F)cc(=O)n(C)c1=O | -1 | -1 | -15 | 3 | 0 | 0.6 | 2 | 2 | -4
COc1ccccc1N1CCN(C(=O)C2CCCO2)CC1 (configuration not stated) | -1 | -4 | 7 | 2 | 1 | -1.4 | 6 | 4 | 9
C=C(C)Cn1c(SCC(=O)O)nnc1-c1ccc(OC)cc1 | -4 | -8 | 6 | 4 | 1 | 3.3 | -2 | -13 | 5
O=C(NNS(=O)(=O)c1ccccc1)c1ccc(F)cc1 | -1 | 2 | -2 | 3 | 0 | 0.3 | 0 | 6 | 9
CC1CCC2C(=O)N(c3cccc(OS(=O)(=O)c4ccccc4)c3)C(=O)C2C1 (configuration not stated) | 3 | 7 | -5 | -7 | 9 | -0.6 | -23 | 8 | 6
Cc1ncc(C[n+]2csc(CCOC(=O)CC3C4CC5CC(C4)CC3C5)c2C)c(N)n1 (configuration not stated) | -6 | 1 | -11 | -6 | 0 | -0.9 | 29 | 9 | 4
CC(=O)c1ccc(NC(=O)COC(=O)CCc2ccc(S(=O)(=O)N3CCOCC3)cc2)cc1 | 7 | 5 | 2 | 1 | 10 | -0.1 | 8 | 8 | -4
COCc1ccc(C(=O)N(C)CC2CCCN(CCc3ccc(OC)cc3)C2)o1 (configuration not stated) | -10 | 7 | -11 | -7 | 1 | 1.9 | -4 | 26 | -2
CCOC(=O)c1cccc(NC(=O)c2ccc(N(C)C)cc2)c1 | -2 | 9 | 8 | -5 | 2 | -0.2 | -19 | 10 | 3
CCOC(=O)COc1nc(C)c(Br)c(OC)n1 | 0 | -3 | 8 | 0 | 0 | -3.6 | 9 | -5 | 2
Cc1ccc(Oc2ncccc2C(=O)NC2CCSC2=O)cc1 (configuration not stated) | -1 | 9 | -4 | 4 | 0 | -1.6 | -9 | 5 | -4
Cc1nnc(SCC(=O)NC2CCCCC2)n1C1CCCCC1 | -1 | -4 | 2 | 2 | 0 | -1.9 | 6 | 3 | -1
Cc1cccc(NC(=O)CN(c2ccc(F)cc2)S(C)(=O)=O)c1 | 0 | 4 | 0 | -4 | 3 | -1.9 | -1 | -2 | -3
COc1ccc(CCC(=O)OCC(=O)NC(=O)c2ccc(Cl)cc2)cc1 | 5 | 11 | 5 | -1 | 2 | 2.0 | -11 | -7 | -4
CC(=O)Oc1ccc(/C=C2\C=C(c3ccc(C)cc3)OC2=O)cc1 | -2 | 1 | -3 | 6 | 0 | 13 | 1 | -11 | 2
C/C(=N\O)C(=O)NCc1ccncc1 | -2 | -2 | -3 | -2 | 0 | 4.6 | -3 | 7 | 4
COc1cccc(-c2cnc3c(NC=O)cc(-c4cccc(NC(C)=O)c4)cn23)c1 | 2 | 12 | -6 | -16 | 17 | . | . | 4 | .
Cc1cccc(OCC(O)CN2CCNCC2)c1 (configuration not stated) | 4 | -5 | -5 | -1 | 0 | -1.0 | 22 | -6 | 1
COc1ccc(N2CCN(C(c3ccccc3)c3nnnn3C(C)(C)C)CC2)cc1 (configuration not stated) | 2 | 8 | 0 | -5 | 0 | . | . | 3 | .
CC(C)c1ccccc1NC(=O)COC(=O)c1ccc(Cl)c(S(=O)(=O)N2CCCCCC2)c1 | -1 | 11 | 3 | -9 | 2 | 0.9 | 11 | -3 | -1
CC(=O)c1cccc(-n2c(CCC(=O)O)ccc2-c2cccs2)c1 | 0 | -5 | -8 | 1 | 1 | 0.1 | 0 | 3 | -1
NNC(=O)CNC(c1ccccc1)c1cc(Br)ccc1NC(=O)c1ccc(Br)cc1 (configuration not stated) | -1 | -6 | 14 | 1 | -1 | 1.6 | -105 | 1 | -6
COc1cc2c(cc1OC)-c1nnc(-c3ccco3)n1C1(CCCC1)C2 | 0 | 2 | 0 | -3 | 4 | -0.5 | 15 | 8 | 0
CCOC(=O)C1CCN(S(=O)(=O)c2cc3c(cc2C)NC(=O)CO3)CC1 | 0 | -4 | 10 | -2 | 2 | -2.8 | 1 | -18 | 3
O=C(COc1ccccc1Cl)NC(=S)Nc1ccc(CN2CCOCC2)cc1 | 1 | 8 | -26 | -14 | 14 | -1.4 | -8 | 7 | 1
COc1ccc(C2CC(=O)c3cnn(-c4nc(C)cc(C)n4)c3C2)cc1OC (configuration not stated) | 7 | 20 | 11 | 44* | 6 | 0.9 | 2 | 24 | -1
CCOC(=O)c1cc(C(=O)NNC(=O)c2cccc([N+](=O)[O-])c2)c(C)nc1C | 2 | -9 | 5 | 2 | 1 | -0.4 | 9 | -2 | .
CCOC(=O)CN1C(c2ccc(O)cc2)Nc2ccc(Br)cc2C1c1ccccc1 (configuration not stated) | -5 | 1 | -5 | -6 | -1 | 0.9 | -18 | 8 | 0
CC1(C)C(=O)OC(C(=O)c2ccc(C(C)(C)C)cc2)C(C)(C)C1=O (configuration not stated) | -3 | 6 | -2 | -4 | 1 | -0.8 | -7 | 1 | 7
COC(=O)c1ccccc1NC(=O)CCn1c(=O)oc2ccccc21 | -3 | 5 | 1 | -1 | 2 | 0.0 | 4 | -2 | 3
CCC(C)[C@H](NC(=O)NC(C)C)C(=O)O (some centres not stated) | 0 | -3 | 7 | 8 | 1 | 0.8 | -16 | -12 | 4
COc1ccc(Cl)cc1NC(=O)C(C)N(C)Cc1ccc(C(F)(F)F)cc1 (configuration not stated) | -2 | -7 | 3 | 2 | -1 | 2.1 | -16 | -13 | -4
Cn1c(=O)c(C(=O)CN2CCN(S(=O)(=O)c3ccccc3)CC2)c(N)n(Cc2ccccc2)c1=O | -1 | 11 | -2 | -2 | 2 | -6.1 | -6 | 5 | 0
O=C(NNC1=NCCC1)c1ccc(Br)cc1 | -4 | -3 | -1 | -3 | 0 | 3.6 | 9 | -3 | 2
COc1ccc(C)cc1S(=O)(=O)N(CC(=O)N1CCOCC1)Cc1ccccc1 | 0 | -1 | 2 | -1 | 2 | -0.8 | 0 | 24 | 5
CC(C)(C)NC(=O)C(c1ccc(O)cc1)N(C(=O)CCC(=O)Nc1nccs1)c1cccc(F)c1 (configuration not stated) | -2 | -11 | -2 | -13 | 1 | -0.6 | -26 | 5 | 1
